Bioassay records deposited in PubChem by Broad Institute.
LGR2 antag: Drosophila LGR2 receptor signaling inhibition; HEK293 LGR2, CRE-luciferase, bursicon-stimulated, 4 h; inhibition, % at 9.99 µM; actives 0.35% (n = 380,000);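 active means drop in luminescence signal, shown as inhibition above about 50% in the replicate tests, limit read from the data, passing the limit was not always enough; inconclusive means probably only some replicates passing the limit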;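 further: agonist challenge used bursicon conditioned medium at about half maximal strength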
FN deposition inh: fibronectin deposition inhibition. AH1F fibroblasts, Alexa488-fibronectin deposition fluorescence, overnight. inhibition, % at 12.6 µM. actives 0.086% (n = 350,000). AID 743247;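 active means mean inhibition across replicates of 30% or more, regardless of how many single replicates reach that level; inconclusive means mean under 30% yet at least half of replicates reach 30%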;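 further: positive control wells lacked labelled fibronectin entirely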
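Material: AH1F fibroblast monolayer depositing Alexa488-labelled fibronectin into matrix | Input: 10000 AH1F cells/well | Medium: DMEM plus 2% serum, read in PBS | Reagent: Alexa488-fibronectin, 24 nM final in well | Compound dosing: One dose per compound, pinned | Schedule: 1 h adhesion, overnight exposure | Measured by: Fluorescence at 485 nm excitation, 525 nm emission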
PAX8 reporter: inhibitors of PAX8 transcriptional activity in RMG-I cells | actives 1.2% (n = 360,000) | inhibition, % at 12.6 µM | AID 652154 | RMG-I TPO-luciferase reporter, SteadyGlo, 24 h;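 active means mean replicate inhibition at least 60% with every replicate also reaching 60%; inconclusive means only one of the two criteria is met; inactive means mean below 60% and not all replicates reaching 60%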;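 further: luciferase light reporting Pax8 driven TPO promoter activity; plate controls were median of neutral control wells for no effect and mitoxantrone controls for full effect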
Active calls of the source: *; u = inconclusive.

Below each compound – PAX8 reporter, LGR2 antag, FN deposition inh
1. CSc1nnc(C)c(=O)n1COC(=O)COc1ccccc1C
  28, 4, 0
2. Cc1ccc(-c2nsc(SCC(=O)Nc3ccc4c(c3)OCO4)n2)cc1
  -6, 15, 0
3. O=C1N(c2ccccc2)C[C@@H]2C[C@@H](c3cccc4c3OCO4)N3CCC[C@@]123
  17, 3, 6
4. Cc1cc(C(=O)OCC(=O)c2cccc([N+](=O)[O-])c2)c2ccccc2n1
  -2, 15, -4
5. O=C(NNC(=O)C1CC2CCC1C2)c1sc2ccccc2c1Cl (configuration not stated)
  -65, -60, -6
6. COc1ccc(CCNC(=O)CSc2nc(-c3ccc(OC)c(OC)c3)ccc2C#N)cc1
  2, -26, 14
7. CCOC(=O)c1c(C)[nH]c(C2=NNC(=Nc3ccc(OCC)cc3)SC2)c1C
  11, 19, -10
8. CCn1cc(/C=C/C(=O)Nc2c(C)nn(Cc3ccccc3)c2C)cn1
  17, -1, -4
9. O=C(Nc1cccc(S(=O)(=O)Nc2ccc(Cl)cc2)c1)c1cc2c(s1)CCCC2
  16, 8, 5
10. CC(/C=N/n1c(-c2ccco2)n[nH]c1=S)=C\c1ccco1
  10, -8, 4

Seven structures out of the list, sorted by formula weight, low to high:
Below each compound – PAX8 reporter, LGR2 antag, FN deposition inh
10. CC(/C=N/n1c(-c2ccco2)n[nH]c1=S)=C\c1ccco1
  10, -8, 4
1. CSc1nnc(C)c(=O)n1COC(=O)COc1ccccc1C
  28, 4, 0
8. CCn1cc(/C=C/C(=O)Nc2c(C)nn(Cc3ccccc3)c2C)cn1
  17, -1, -4
4. Cc1cc(C(=O)OCC(=O)c2cccc([N+](=O)[O-])c2)c2ccccc2n1
  -2, 15, -4
2. Cc1ccc(-c2nsc(SCC(=O)Nc3ccc4c(c3)OCO4)n2)cc1
  -6, 15, 0
9. O=C(Nc1cccc(S(=O)(=O)Nc2ccc(Cl)cc2)c1)c1cc2c(s1)CCCC2
  16, 8, 5
6. COc1ccc(CCNC(=O)CSc2nc(-c3ccc(OC)c(OC)c3)ccc2C#N)cc1
  2, -26, 14

Laid out differently: 2 of the compounds above
6: COc1ccc(CCNC(=O)CSc2nc(-c3ccc(OC)c(OC)c3)ccc2C#N)cc1
8: CCn1cc(/C=C/C(=O)Nc2c(C)nn(Cc3ccccc3)c2C)cn1

assay / compound	6	8
PAX8 reporter	2	17
LGR2 antag	-26	-1
FN deposition inh	14	-4

Next part:
Below each compound – PAX8 reporter, LGR2 antag, FN deposition inh
11. COC(=O)c1c(NC(=O)CN2CCN(c3ccccc3Cl)CC2)sc(C)c1C
  1, -4, 34*
12. OCCNC(=S)NCCc1ccccc1
  3, 11, 0
13. O=C1c2ccccc2C(=O)N1CCCCN(C(=O)c1cc([N+](=O)[O-])ccc1Cl)c1ccc(Cl)cc1
  13, 38, 8
14. CCNC(=S)N1CCN(c2ccccc2OCC)CC1
  -5, 1, 3
15. COC(=O)[C@@H](NC(=O)c1ccc(OC2CCN(Cc3ccccn3)CC2)cc1)C(C)C
  9, 2, -1
16. Cc1ccc(S(=O)(=O)N/N=c2\sc3ccccc3n2C)cc1
  10, -6, 8
17. O=C(NC(=S)NCc1ccc(-c2nc3ccccc3s2)cc1)c1ccco1
  -47, -56, 11
18. Cc1nc(N2CCOCC2)nc(N2CCCCC2)c1[N+](=O)[O-]
  -5, 4, -6
19. COc1ccc(OC)c(-n2c(-c3cc(-c4ccccc4)n[nH]3)n[nH]c2=S)c1
  2, 5, -2
20. O=[N+]([O-])c1cc2c(cc1/C=N/Nc1nc(N3CCCC3)nc(N3CCCC3)n1)OCO2
  14, 5, 2

(cont.)
Below each compound – PAX8 reporter, LGR2 antag, FN deposition inh
21. COC(=O)c1ccccc1NC(=S)N(Cc1ccc2c(c1)OCO2)Cc1cc2cccc(C)c2[nH]c1=O
  10, 5, 5
22. Cc1ccc(NN=C2c3ccccc3-c3ccccc32)cc1
  -90, -44, 26
23. CCCC(=O)Nc1ccc(Cl)c(NC(=O)c2cccc(OC)c2)c1
  1, -3, -6
24. COC(=O)/C=C1/N/C(=N\c2nc(C)cc(C)n2)N(c2ccc(Cl)cc2)C1=O
  -1, -4, 2
25. Nc1ncnc2c1C1(CCCCC1)Cc1ccccc1-2
  2, 11, 4
26. COc1ccc(C(=O)Nc2ccc(Oc3ncnc4sc(-c5ccccc5)cc34)cc2)cc1OC
  -17, 3, 0
27. Cc1ccc(-c2nc3ncccc3o2)cc1NC(=O)CC(C)C
  -8, 0, 1
28. Cc1ccc(-n2c(C)cc(C(=O)NS(=O)(=O)c3ccc(C)cc3)c2C)cc1
  20, -8, -6
29. Cc1cccc(C(=O)N[C@H](C(=O)OCC(=O)NC2CCS(=O)(=O)C2)C(C)C)c1 (some centres not stated)
  3, -3, 3
30. CC(=O)Nc1ccc(S(=O)(=O)Oc2ccc(C(=S)N3CCCCC3)cc2)cc1
  6, -3, 7

The list continues.
Below each compound – PAX8 reporter, LGR2 antag, FN deposition inh
31. CC(C(=O)Nc1ccccc1Oc1ccccc1)c1ccccc1 (configuration not stated)
  -2, 0, 6
32. CCOc1ccc(N(C(C)C(=O)N/N=C(\C)C(C)(C)C)S(C)(=O)=O)cc1 (configuration not stated)
  1, -22, 1
33. CN(C)/C(=N\OC(=O)c1ccccc1)c1nonc1N
  -5, -7, -15
34. COc1ccc(C2COC(=O)C2=N)c(NC(=O)c2ccccc2)c1 (configuration not stated)
  10, -19, 1
35. COc1ccccc1NC(=O)C(Sc1ccccc1)c1ccccc1 (configuration not stated)
  4, -13, 1
36. Cc1ccc(Nc2nnc(SC3CCOC3=O)s2)cc1 (configuration not stated)
  22, -6, -2
37. O=C(Cc1ccccc1)NCC(=O)OCC(=O)c1ccc([N+](=O)[O-])cc1
  7, -5, -8
38. O=C(N/N=C1\CCc2ccccc21)c1ccccc1O
  -62, 19, -4
39. Fc1ccc(N/N=C(/c2ccccc2)c2ccccn2)cc1
  6, -32, 7
40. N#C/C(=C\c1cccs1)C(=O)NCc1ccccc1
  -14, -20, 5

Following part
Below each compound – PAX8 reporter, LGR2 antag, FN deposition inh
41. CC(C)NC(=S)N/N=C/C1=CCC2CC1C2(C)C (configuration not stated)
  -11, -7, -6
42. O=C(N/N=C/c1ccc(-c2ccccc2[N+](=O)[O-])o1)c1cncc(Br)c1
  0, u, -6
43. COc1c(OC(C)=O)ccc(/C=C/c2ccc3cccc(OC)c3n2)c1[N+](=O)[O-]
  -42, -39, 5
44. COc1ccc(C/C(C)=N/NC(=O)c2cccnc2)cc1
  -25, 4, -10
45. CCOCCn1c(=NC(=O)/C=C/c2ccccc2Cl)sc2cc(NC(C)=O)ccc21
  -14, -3, -2
46. O=c1c(Cl)c(N2CCN(c3ccc(F)cc3)CC2)cnn1-c1nc2ccccc2s1
  -211, 1, 0
47. CCOc1cc(N2CCCC2)ccc1[N+](=O)[O-]
  7, -2, -1
48. CC#CCCc1nc2ccccc2c(=O)n1N
  -26, -4, 6
49. O=C(Nc1ccc2oc(-c3cccnc3)nc2c1)c1ccc2c(c1)OCCO2
  -7, -3, -5
50. CN(Cc1ccccc1)C(=S)Nc1ccc(OC(F)F)cc1
  -16, -26, -3

Additional records:
Below each compound – PAX8 reporter, LGR2 antag, FN deposition inh
51. COc1ccc(OC(=O)CN2C(=O)C3C4CCC(C4)C3C2=O)cc1 (configuration not stated)
  10, -10, 0
52. Cc1cc(C(=O)COC(=O)CNS(=O)(=O)c2ccc3ccccc3c2)c(C)n1-c1ccccc1
  -3, 4, -6
53. CNC(=S)N/N=C/c1cn(CCOc2ccc(OC)cc2)c2ccccc12
  -2, -3, 0
54. Cc1ccccc1OCc1nc(-c2ccc(NC(=O)c3cccs3)cc2)no1
  -37, -51, -5
55. Cc1cc(NC(=O)COC(=O)COc2ccc(Cl)cc2C)c([N+](=O)[O-])cc1C
  0, 12, 12
56. Cn1c(=O)c2ncn(CC(=O)N/N=C/c3ccco3)c2n(C)c1=O
  7, 8, -12
57. COP(=O)(OC)c1nc(-c2ccccc2)oc1N1CCOCC1
  9, -2, 4
58. COc1ccc(C(=O)N/C(=C\c2ccc3c(c2)OCO3)C(=O)NCCc2nc3ccccc3[nH]2)cc1
  -5, 13, 0
59. CC(CCc1ccccc1)NC(=O)N1CCOCC1 (configuration not stated)
  -3, 23, 5
60. Cc1ccc(S(=O)(=O)N2CCN=C2SCc2ccc(Cl)c(Cl)c2)cc1
  14, 16, -2

(list continues)
Below each compound – PAX8 reporter, LGR2 antag, FN deposition inh
61. COc1ccc(C2N(c3ccc(OC)cc3)C(=S)N3CCCN23)cc1 (configuration not stated)
  -16, 4, 1
62. COc1cc(-c2n[nH]c(=S)n2-c2ccc(C)cc2)cc(OC)c1OC
  -6, 14, 6
63. Cc1ccc(OCC(=O)N2CCN(S(=O)(=O)c3ccc(Cl)cc3)CC2)c([N+](=O)[O-])n1
  -11, -3, 0
64. CCCOC(=O)c1c(NC(=O)CCCn2nc([N+](=O)[O-])c(Cl)c2C)sc(C(=O)OC)c1C
  4, 3, 3
65. COc1ccc(CCNC(=O)CC2SC(=NCCc3ccccc3)NC2=O)cc1 (configuration not stated)
  4, 1, -10
66. CC(OC(=O)c1cc(S(=O)(=O)Nc2ccc(F)cc2)ccc1Cl)C(=O)Nc1ccc2c(c1)OCCO2 (configuration not stated)
  5, 14, 11
67. CN(C)S(=O)(=O)c1cc(NC(=O)COC(=O)CCSc2ccc(Cl)cc2)ccc1Cl
  5, -6, -9
68. O=S(=O)(Nc1ccc(N2CCOCC2)cc1)c1ccc2ccccc2c1
  13, 2, 22
69. CCCCCCCSc1nc(N)cc(=O)[nH]1
  21, 2, -1
70. COc1ccc(NC(=S)NC2CCS(=O)(=O)C2)cc1 (configuration not stated)
  -26, -7, -1

The list continues:
Below each compound – PAX8 reporter, LGR2 antag, FN deposition inh
71. N#CC(C#N)=C(Nc1ccc(F)cc1)SCc1cccc(F)c1
  77*, 53*, 5
72. CNC(=O)/C(=C/c1ccc2c(c1)OCO2)NC(=O)c1ccc(Br)cc1
  -10, 3, -5
73. Cc1ccccc1NS(=O)(=O)c1ccc(OCCNS(C)(=O)=O)cc1
  23, 0, -6
74. O=C(COC(=O)CNC(=O)c1ccccc1F)NCCC1=CCCCC1
  4, -23, 0
75. O=C(Cn1cc(C(F)(F)F)ccc1=O)NCCc1ccc(Cl)cc1Cl
  -15, -9, 2
76. Cc1cccc(NC(=S)N2CCOCC2)c1C
  9, -3, 2
77. COc1ccc(-c2cnnc(N/N=C/c3ccc(O)c(O)c3)n2)cc1
  12, -14, 0
78. O=C(Nc1cc(Oc2ccc(Cl)cc2)cc([N+](=O)[O-])c1)c1ccco1
  0, -3, -3
79. Cc1[nH]n(-c2ccccc2)c(=O)c1C(c1ccccc1C(=O)O)c1c(C)[nH]n(-c2ccccc2)c1=O
  -22, -24, -3
80. CCNS(=O)(=O)c1cc(OC)c(Cl)cc1OC
  15, -2, 6

More records follow:
Below each compound – PAX8 reporter, LGR2 antag, FN deposition inh
81. O=C(N/N=C/c1cn(-c2cccs2)nc1-c1ccccc1)c1ccccc1O
  23, 74*, 8
82. COc1ccc(C(=O)C[n+]2ccc(-c3nnc4n3CCC4)cc2)cc1
  -15, -4, -4
83. COc1ccc(NC(=O)CC2C(=O)N(c3ccc(OC)cc3)C(=S)N2NC(=O)c2cccc(F)c2)cc1 (configuration not stated)
  7, -2, -2
84. O=C1CN(C(=O)CSc2nc(-c3ccccc3)cs2)c2ccccc2N1
  6, 17, -4
85. O=C(N/N=C/c1ccc(N2CCOCC2)o1)c1cccc([N+](=O)[O-])c1
  -7, -5, -3
86. N#Cc1ccccc1NC(=O)COC(=O)CCc1ccc(S(=O)(=O)N2CCCCC2)cc1
  3, -14, 0
87. Cn1c(=O)c2c(nc(N/N=C3\CCCc4ccccc43)n2Cc2ccc(F)cc2)n(C)c1=O
  16, 21, -4
88. CC(C)(C#CCN1CCCCC1)OCCOC(c1ccccc1)c1ccccc1
  6, 7, 1
89. Cc1ccc(Cl)cc1N1CCN(CC(O)COCc2ccco2)CC1 (configuration not stated)
  12, -1, 7
90. CC(OC(=O)c1cc(Cl)ccc1[N+](=O)[O-])C(=O)NC(C)c1ccc(F)cc1 (configuration not stated)
  -8, 4, 1

The listing continues:
Below each compound – PAX8 reporter, LGR2 antag, FN deposition inh
91. O=S(=O)(Nc1ccc(-c2nnc(SCc3ccc(Cl)cc3)o2)cc1)c1ccccc1
  2, -8, -1
92. C/C(=N/NC(=O)C1CCCCC1)c1ccc([N+](=O)[O-])cc1
  21, 17, -2
93. COc1ccc(S(=O)(=O)N2CCCCC2)cc1NC(=S)Nc1cccc(Cl)c1C
  -1, 7, -1
94. Cc1c(C(=O)NCc2ccco2)cccc1[N+](=O)[O-]
  -18, -12, -1
95. N#C/C(=C\c1ccc(OC(=O)c2ccc(Cl)s2)cc1)c1nc2ccccc2[nH]1
  6, -27, -6
96. COc1ccc(NC(=O)COc2ccc(C(=O)NC3CCCc4ccccc43)cc2OC)cc1 (configuration not stated)
  0, 3, -7
97. CC(C)CC(=O)NC(=S)NNC(=O)c1ccc([N+](=O)[O-])cc1
  1, 9, -1
98. O=C(Nc1ccc(S(=O)(=O)N2CCCCC2)cc1)C1CCCN(C(=O)c2ccc(Cl)cc2)C1 (configuration not stated)
  -7, 35, -8

Some of the compounds tested; rates above refer to the full screens.
